Screening data (PubChem BioAssay)
NR3A LBD binder – NR3A (human) ligand-binding domain modulation | Tm shift relative to glycine control, % at 25 µM | AID 1259313 | NR3A LBD differential scanning fluorimetry, Tm shift; 0% = protein alone, 100% = glycine-bound protein | hit rate 2.5% among 340,000;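 active means melting temperature shift of at least 10% of the positive control shift, at one fixed dose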
MPTP inh – permeability transition pore inhibition; inhibition, % at 10 µM; hit rate 1.4% among 360,000; AID 602449; isolated mouse mitochondria, Ca2+ swelling absorbance, 30 min;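 active means inhibition of 50% or more, scaled per plate between neutral and stimulator controls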;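 further: 0% = DMSO wells given calcium and 100% = 1 mM EGTA wells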
An asterisk follows results filed as active; · = not tested or not shown. A portion of the library; the hit share may differ from the screen's.

Value order – MPTP inh | NR3A LBD binder
> CCCCNC(=O)C1(C)CCN1C(=O)c1ccc2c(c1)C(C)(C)CCC2(C)C (stereo unspecified)
    -0.3 | ·
> CCCNC(=O)C1(C)CCN(Cc2ccc(Cl)c(Cl)c2)C1 (stereo unspecified)
    -0.3 | ·
> CCCCc1c(-c2ccccc2OC)ncn1CCc1cccc(OC)c1
    5.0 | ·
> CCOC(=O)Cc1ccc(Nc2nc(NCCOC)nc3ccsc23)cc1
    -0.2 | ·
> C=CCSc1nnc(NC(=O)CCNC(=O)c2ccccc2Cl)s1
    -0.9 | ·
> Nc1ccn([C@@H]2O[C@H](CNCc3ccc(OCC(=O)Nc4nccs4)cc3)[C@@H](O)[C@H]2O)c(=O)n1
    0.1 | ·
> COC(=O)c1sc(N)nc1CCNC(=O)OC(C)(C)C
    -1.1 | ·
> CC(=O)C1=CCC(c2ccccc2)N(S(=O)(=O)c2ccc(Cl)cc2)C1 (stereo unspecified)
    0.8 | ·
> C[C@@H]1CN([C@H](C)CO)C(=O)c2cc(-c3ccccc3)cnc2O[C@@H]1CN(C)C(=O)C1CCOCC1
    0.8 | ·
> NC(N)=NN=Cc1ccnc2ccccc12
    -0.5 | ·

Further records follow:
Value order – MPTP inh | NR3A LBD binder
> O=C(Nc1ccc2c(c1)OCCO2)C1c2ccccc2OCC(=O)N1CCc1ccccc1 (stereo unspecified)
    -2.4 | ·
> CCCCN1C(=O)C(CC(=O)NCc2cccs2)CC(C(=O)N(C(C)C)C(C)C)=C1C (stereo unspecified)
    -0.1 | ·
> CC1=C(C(=O)N2CCCCCC2)CC(CC(=O)NC2CCCC2)C(=O)N1CCC1=CCCCC1 (stereo unspecified)
    -2.4 | ·
> CC1(C(=O)NS(=O)(=O)c2ccc(F)cc2F)CCN1C(=O)Cc1ccc(Cl)cc1Cl (stereo unspecified)
    0.1 | ·
> COc1cccc(NC(=O)Nc2ccc(F)cc2)c1
    43 | ·
> CC(C)C[C@@H]1CC2=C(C(=O)OC(C)(C)O2)[C@H](c2ccc(Cl)cc2)O1
    0.3 | ·
> CC(C)NC(=O)C1(C)CCCN1C(=O)c1ccccc1Br (stereo unspecified)
    -1.4 | ·
> Cc1ccc2nc(-c3ccc(F)cc3)c(Cc3ccccn3)n2c1
    -2.8 | ·
> Cc1ccccc1CC1(CO)CCCN(C(=O)c2ccoc2)C1 (stereo unspecified)
    -0.3 | ·
> CC1(Cc2ccc(C(F)(F)F)o2)C(=O)Nc2cc(-c3ccc(F)cc3F)ccc21 (stereo unspecified)
    2.8 | ·

Next compounds
Value order – MPTP inh | NR3A LBD binder
> COCCNC(=O)C1(C)CCN(C(=O)c2ccc(SC(F)(F)F)cc2)C1 (stereo unspecified)
    0.0 | ·
> CCN(CC(=O)Nc1c(F)cccc1F)C(=O)C1CCCO1 (stereo unspecified)
    -1.3 | ·
> CCN(Cc1cnn(C)c1)C(=O)c1ccc2nc(Cc3ccccc3F)oc2c1
    -0.9 | ·
> CCC(CC)C(=O)N(C)c1c(C)nc2c(OCc3ccc(F)c(F)c3)cccn12
    0.9 | ·
> Nc1ccn([C@@H]2O[C@H](C(=O)N3CCN(c4ccc(Cl)cn4)CC3)[C@@H](O)[C@H]2O)c(=O)n1
    -0.2 | ·
> O=[N+]([O-])c1cccc(CON=Cc2cc(Cl)ccc2O)c1
    40 | ·
> Cc1ccc(-c2nc3ccc(Cl)cn3c2CC2CCCCC2)cc1
    -0.1 | ·
> CN1CCN(c2ccc(CNC(=O)c3ccc(-c4cnn(C)c4)c4ccoc34)cc2)CC1
    -0.5 | ·
> CCC(C(=O)NC1CCCC1)n1c(-c2ccccn2)nc2ccccc21 (stereo unspecified)
    1.1 | ·
> COc1cccc(C(NC(C)=O)c2nc(-c3cccc4cccnc34)cs2)c1 (stereo unspecified)
    -0.3 | ·

Additional records follow.
Value order – MPTP inh | NR3A LBD binder
> O=C(Nc1ccccc1)c1cc(C2CCCN(C(=O)OCc3ccccc3)C2)on1 (stereo unspecified)
    -2.2 | ·
> Cc1sc2ccccc2c1CNC[C@H]1O[C@@H](n2ccc(=O)[nH]c2=O)[C@H](O)[C@@H]1O
    -0.1 | ·
> COc1cccc(-c2cc3c(c4c2ccn4C)C2CCC3C2)c1 (stereo unspecified)
    1.2 | ·
> C[C@H](CO)N1C[C@H](C)[C@@H](CN(C)C(=O)c2ccc3ccn(C)c3c2)OCc2cn(nn2)CCCC1=O
    -2.4 | ·
> O=C(NC(c1ccccc1)c1ccsc1)C1CCN(CCOc2ccc(Cl)cc2Cl)CC1 (stereo unspecified)
    5.0 | ·
> Clc1cccc(Cc2c(-c3cccc(Br)c3)nc3ccc(Cl)cn23)c1
    2.1 | ·
> O=c1ccc2nc3ccccc3sc-2c1
    12 | ·
> CC(C)N1C(=O)c2ccccc2NC(=O)C1C(=O)NC1CC1 (stereo unspecified)
    3.4 | ·
> COC(=O)[C@H]1C[C@H](OC(=O)NCc2ccccc2F)[C@@]2(O)CN(S(=O)(=O)c3ccc(C)cc3)CC2[C@H]1C(=O)OC (stereo partly specified)
    -0.9 | ·
> Cc1noc(C)c1NC(=O)Nc1ccc2c(c1)C(=O)N([C@@H](C)CO)C[C@@H](C)[C@H](CN(C)C(=O)Nc1cccc3ccccc13)OCCCC[C@H](C)O2
    0.6 | ·

Later entries.
Value order – MPTP inh | NR3A LBD binder
> CC(=O)Nc1ccc(CN(C)c2c(C)nc3ccc(C(=O)N4CCN(C(C)=O)CC4)cn23)cc1
    -1.3 | ·
> CC1(C(=O)Nc2cccnc2)Cc2c(-c3ccccc3)ccnc2O1 (stereo unspecified)
    0.1 | ·
> COc1cc(C=NNC(=O)C(=O)Nc2cccc(Cl)c2)cc(OC)c1O
    1.0 | ·
> OC(c1cccnc1)c1nc(/C=C/c2ccc(C(F)(F)F)cc2)cs1 (stereo unspecified)
    0.2 | ·
> CCOC(=O)CCCCCC(=O)Nc1ccc2c(c1)C(=O)N([C@@H](C)CO)C[C@H](C)[C@H](CN(C)C(=O)Nc1ccc(C(F)(F)F)cc1)OCCCC[C@H](C)O2
    0.5 | ·
> CC1(C(=O)NCCC(F)(F)F)Cc2c(-c3ccccc3)ccnc2O1 (stereo unspecified)
    0.8 | ·
> O=C1Nc2ccccc2-c2nnnn2C1N1CCCCC1 (stereo unspecified)
    0.5 | ·
> Cc1c(C(=O)NNC(=O)c2ccccc2O)oc2ccccc12
    1.2 | ·
> Cc1ccc(C)c(N2N=C(C(=O)OCc3nnc(-c4ccccc4Br)o3)CCC2=O)c1
    -2.4 | ·
> CCc1nc2ccc(C(=O)N(CC)CCN(C)C)cn2c1N(C)C(=O)c1cccc(OC)c1
    -0.8 | ·

Carrying on:
Value order – MPTP inh | NR3A LBD binder
> COC(=O)c1ccccc1NC(=O)CSc1nc2ccsc2c(=O)n1Cc1ccc(C(=O)O)cc1
    0.5 | ·
> CN1OC[C@@H]2CN(S(=O)(=O)c3cc(Cl)cc(Cl)c3)[C@H](c3ccc(-c4ccc(C#N)cc4)cc3)C[C@@H]21
    -3.2 | ·
> C[C@@H]1CCCCO[C@H](CN(C)C(=O)c2ccccc2)[C@@H](C)CN([C@H](C)CO)C(=O)c2cc(NC(=O)c3ccncc3)ccc2O1
    1.1 | ·
> Cc1cccc(-c2ccc3[nH]c4c(c3c2)CCN2C[C@H]3[C@H](C)ON(C)[C@H]3C[C@@H]42)c1
    -0.2 | ·
> CN(C)CCCOc1ccc(-c2cccc3nncn23)cn1
    1.9 | ·
> C#Cc1cccc(Nc2nc(NCc3ccccc3OC)nc3ccsc23)c1
    40 | ·
> O=C1NC[C@H](CCCCN2CCN(Cc3ccccc3)C(=O)C2=O)N(CCC2CCCCC2)C1=O
    -3.0 | ·
> Cc1cc(C)cc(CC(=O)N2CCC2(C)C(=O)NS(=O)(=O)c2cccc(OC(F)F)c2)c1 (stereo unspecified)
    -0.8 | ·
> Cc1ccc(S(=O)(=O)N2CCC(C(=O)N3CCCCCCC3)CC2)cc1C
    0.6 | ·
> Cc1ccc(NC(=O)C2(C)CCCN2C)cc1C (stereo unspecified)
    -1.4 | ·

The list continues.
Value order – MPTP inh | NR3A LBD binder
> COc1cccc(CNC(=O)[C@@H]2CCCN2C(=O)[C@@H]2CCCN2S(=O)(=O)c2ccc(OC)c(C)c2)c1
    0.2 | ·
> C#CC(c1ccccc1)(c1ccccc1)n1ccnc1
    1.1 | ·
> Cc1cc(Br)cn2c(Cc3ccsc3)c(C3CCCCC3)nc12
    1.0 | ·
> COc1cccc(-c2cnc3c(NC(C)=O)cc(-c4cc(OC)c(OC)c(OC)c4)cn23)c1
    0.8 | ·
> CC1(C(=O)Nc2ccc3c(c2)OCO3)CCN1C(=O)CCc1cccs1 (stereo unspecified)
    -1.2 | ·
> C1C2CC3C1C3C2=NN=C1C2CC3C(C2)C13
    0.3 | ·
> c1ccc2c(C3OCC4(CCCC4)CO3)cccc2c1
    0.1 | ·
> C1=C(c2cn(-c3nc4ccccc4s3)nn2)CCCC1
    0.5 | ·
> Cc1ccc(S(=O)(=O)NC[C@H]2O[C@@H](n3cnc4c(N)ncnc43)[C@H](O)[C@@H]2O)cc1
    -1.3 | ·
> Cc1ccc(S(=O)(=O)CCOC(=O)CNC(=O)OCc2ccccc2)cc1
    0.3 | ·

(cont.)
Value order – MPTP inh | NR3A LBD binder
> CC(=O)Nc1ccc(-c2ccnc3c2CC(C(=O)NCCc2ccccc2)O3)cc1 (stereo unspecified)
    0.1 | ·
> Cc1ccc(-c2cc3nc(NCCc4ccncc4)n(C)c(=O)c3s2)cc1
    0.2 | ·
> O=C1NC[C@H](Cc2ccc(O)cc2)N(C[C@@H]2CCCN2C[C@H](Cc2ccccc2)N2C[C@H](Cc3ccc(O)cc3)N(CCc3ccccc3)C(=O)C2=O)C1=O
    -1.9 | ·
> COc1ccc(NC(=O)Nc2nnc([C@@H]3C[C@H](O)[C@@H](CO)O3)s2)cc1
    -3.6 | ·
> CCCCCCCCN1C(=O)[C@H](CC(=O)NCCC(C)C)C[C@@]2(C(=O)OCC)CCCC=C12
    -3.6 | ·
> CC1(C(=O)NS(=O)(=O)c2ccc(Br)cc2)CCN1C(=O)CCc1ccccc1 (stereo unspecified)
    -1.4 | ·
> COc1ccc(-c2csc(C(C)(O)c3ccc(F)c(F)c3)n2)cc1 (stereo unspecified)
    3.4 | ·
> COc1ccc(Cn2cc(CN3CC(N4CCN(CCO)CC4)CS3(=O)=O)nn2)cc1 (stereo unspecified)
    -0.1 | ·
> CCN1C[C@@H]2[C@@H]3C(=O)N(C)C(=O)[C@@H]3[C@](CC)(C1=O)N2C(=O)c1ccc(C(F)(F)F)cc1
    · | 0
> O=[N+]([O-])c1cc(CN2CCOCC2)c2cccnc2c1O
    · | -7

The list goes on:
Value order – MPTP inh | NR3A LBD binder
> O=C1/C(=C\c2cccnc2)CN(Cc2ccccc2)C/C1=C\c1cccnc1
    · | -1
> Cc1ccc(NC(=O)c2cccc(S(=O)(=O)Nc3c(C)n(C)n(-c4ccccc4)c3=O)c2)cc1C
    · | 1
> O=S(=O)(Nc1cc(Sc2cccc3cccnc23)c(O)c2ccccc12)c1ccc(F)cc1
    · | 1
> COC(=O)c1ccc(COc2ccc3c(C)c(C)c(=O)oc3c2C)o1
    · | 4
> CCN1/C(=C/c2ccc3ccc(C)cc3[n+]2CC)Sc2ccccc21
    · | -6
> O=C(OCCN1C(=O)c2cccc3c(N4CCOCC4)ccc(c23)C1=O)c1cccc(Cl)c1
    · | 4
> C=C(C)CN1C(=O)C(=O)N(CC(=C)C)C1=O
    · | 0
> CC[C@]12C(=O)N(C)C[C@H]([C@@H]3C(=O)N(Cc4ccccc4)C(=O)[C@@H]31)N2C(=O)c1ccc(C(F)(F)F)cc1
    · | 6
> Cc1onc(-c2c(F)cccc2Cl)c1C(=O)Nc1cccc(S(=O)(=O)N2CCCCC2)c1
    · | -3
> O=C(O)c1ccc(CN2C(=O)c3cccc4c([N+](=O)[O-])ccc(c34)C2=O)cc1
    0.2 | 0

Next compounds follow:
Value order – MPTP inh | NR3A LBD binder
> COc1cccc2c1C(CCCC(=O)O)CCC2 (stereo unspecified)
    8.0 | -4
> COc1ccc(S(=O)(=O)N2CCOCC2)cc1NC(=O)c1ccc(S(=O)(=O)N(C)c2ccccc2OC)cc1
    -0.4 | 3
> O=[N+]([O-])c1ccc(C=NNc2ccccc2)cc1
    46 | 34*
> COC(=O)C=C1CCC2C3CCC4=CC(=O)C(Br)CC4(C)C3C(=O)CC12C (stereo unspecified)
    -1.0 | 0
> O=C(O)CC1CCC1CC(=O)O (stereo unspecified)
    -0.4 | 3
> CC1=[N+](C)c2c(ccc3cccnc23)C1(C)C
    95* | -2
> Cn1cnc([N+](=O)[O-])c1Sc1nnc(-c2cccnc2)n1C
    -1.3 | -8
> O=C(O)c1cc([N+](=O)[O-])cc2ccccc12
    -1.8 | -9
> Cc1noc(C)c1COc1ccccc1C(=O)N1CCN(S(=O)(=O)c2ccccc2Br)CC1
    -1.5 | -3
> O=C(O)C(c1ccccc1)C1(O)CCC1 (stereo unspecified)
    0.5 | 1

Going on with the list.
Value order – MPTP inh | NR3A LBD binder
> O=[N+]([O-])c1ccc2nc[nH]c2c1
    1.1 | -2
> O=C1NN(c2ccccc2)C(=O)/C1=C/c1ccc(-c2ccc(Cl)c(C(=O)O)c2)o1
    1.9 | -2
> c1cc(CNCCNCc2ccncc2)ccn1
    -0.2 | 0
> Cc1nn(-c2ccccc2)c2c1C(c1ccc(Br)s1)C(C#N)=C(N)O2 (stereo unspecified)
    28 | 2
> O=C(O)c1cc(=O)[nH]c2ccccc12
    -3.0 | -5
> N/C(=N\OC(=O)Cc1ccc([N+](=O)[O-])cc1)c1ccccn1
    -2.7 | 0
> CN(CCc1ccccc1)C(=O)c1cccc(NC(=O)Cc2cccc(NC(=O)C3CCCN(C(=O)C4CC4)C3)c2)c1 (stereo unspecified)
    -0.8 | 0
> C#CCOCCOCCOCCNc1nc(N2CCN(C(=O)Cn3cc(CCO)nn3)CC2)nc(N2CCN(C(=O)Cn3cc(CCCN=C(N)N)nn3)CC2)n1
    -2.1 | 0
> COC(=O)c1ccc(-n2nnnc2SCC(=O)Nc2ccccc2C(=O)OC)cc1
    -4.9 | 0
